High-throughput results as filed in PubChem BioAssay.
Apoferritin bind: qHTS Assay for Identification of Novel General Anesthetics. apoferritin/1-aminoanthracene competitive binding, fluorescence. Ferritin light chain (Equus caballus), P02791. Potency, µM (series often up to 77.5 µM), for the others: at the top dose activity change, negative = displacement, hits mostly inhibitors. 350,000 compounds, 0.074% hits; note: potency is the fitted concentration of half-maximal effect; % is set by controls: 0 for no effect and ±100 for the full control effect; nearly all actives have a fitted effect of over 20% in size
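Probe: 1-aminoanthracene (50% saturated, PBS). Protein: horse-spleen apoferritin, 10 uM. Incubation: 10 min, room temperature. Detection: 380 nm excitation, 535 nm emission. Analysis: normalized response, four-parameter Hill.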
BLM inh: qHTS Assay for Inhibitors of Bloom's syndrome helicase (BLM). RecQ-like DNA helicase BLM (Homo sapiens), P54132. recombinant BLM DNA unwinding, fluorescence dequenching. Potency, µM (top dose mostly 56.1 µM), for inactives: top-dose activity change, negative = inhibition, usual class: inhibitors. 350,000 compounds, 0.2% hits;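 note: potency is the fitted concentration of half-maximal effect; plate controls were vehicle for no effect and no enzyme for full effect; nearly all actives have a fitted effect of over 35% in size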
Target sequence (P54132 whole entry, looked up): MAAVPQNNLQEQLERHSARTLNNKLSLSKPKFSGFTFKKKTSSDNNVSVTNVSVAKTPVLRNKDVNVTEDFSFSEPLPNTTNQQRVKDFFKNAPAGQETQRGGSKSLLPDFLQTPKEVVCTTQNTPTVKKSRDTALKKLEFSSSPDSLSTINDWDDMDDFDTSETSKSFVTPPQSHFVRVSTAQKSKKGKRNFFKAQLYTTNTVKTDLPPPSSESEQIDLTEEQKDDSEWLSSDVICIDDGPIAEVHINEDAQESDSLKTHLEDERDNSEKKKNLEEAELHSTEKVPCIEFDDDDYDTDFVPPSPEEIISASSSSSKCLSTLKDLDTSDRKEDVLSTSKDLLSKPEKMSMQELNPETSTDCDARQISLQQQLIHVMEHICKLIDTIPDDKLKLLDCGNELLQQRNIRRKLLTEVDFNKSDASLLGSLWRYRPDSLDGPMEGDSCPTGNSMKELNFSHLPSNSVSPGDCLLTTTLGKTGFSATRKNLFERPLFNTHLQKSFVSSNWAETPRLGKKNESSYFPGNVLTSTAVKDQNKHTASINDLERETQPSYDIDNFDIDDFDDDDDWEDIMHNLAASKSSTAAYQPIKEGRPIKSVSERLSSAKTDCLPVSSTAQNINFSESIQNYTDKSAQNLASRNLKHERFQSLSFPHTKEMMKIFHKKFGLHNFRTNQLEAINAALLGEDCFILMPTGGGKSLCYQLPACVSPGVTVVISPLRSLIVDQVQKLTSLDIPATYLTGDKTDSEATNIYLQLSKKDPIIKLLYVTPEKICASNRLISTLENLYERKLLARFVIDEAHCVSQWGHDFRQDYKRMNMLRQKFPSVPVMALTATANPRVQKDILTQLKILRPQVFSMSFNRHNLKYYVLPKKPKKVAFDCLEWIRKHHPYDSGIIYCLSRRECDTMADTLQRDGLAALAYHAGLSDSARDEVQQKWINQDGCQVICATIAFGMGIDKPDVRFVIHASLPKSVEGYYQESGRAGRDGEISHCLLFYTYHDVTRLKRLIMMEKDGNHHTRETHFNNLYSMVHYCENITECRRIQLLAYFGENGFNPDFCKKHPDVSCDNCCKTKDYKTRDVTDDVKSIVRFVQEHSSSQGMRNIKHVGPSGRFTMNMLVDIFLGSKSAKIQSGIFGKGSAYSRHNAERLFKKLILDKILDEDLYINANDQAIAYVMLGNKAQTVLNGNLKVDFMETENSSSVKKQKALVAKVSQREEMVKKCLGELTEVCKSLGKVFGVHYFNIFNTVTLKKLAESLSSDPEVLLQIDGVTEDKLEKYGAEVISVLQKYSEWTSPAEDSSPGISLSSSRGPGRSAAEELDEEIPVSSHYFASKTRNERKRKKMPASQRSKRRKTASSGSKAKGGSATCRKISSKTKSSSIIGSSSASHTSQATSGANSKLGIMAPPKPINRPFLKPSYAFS
POLB inh: qHTS Assay for Inhibitors of DNA Polymerase Beta | Pol beta primer extension/strand displacement, fluorescence kinetic | Potency, µM (doses to about 114 µM), for inactives: at the highest dose activity change, negative = inhibition, usual class: inhibitors | 340,000 compounds, 1.3% hits | AID 485314, 2010; note: potency is the fitted concentration of half-maximal effect; % is set by controls: 0 for no effect and ±100 for the full control effect
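Curves were derived by four-parameter Hill fits of normalized qHTS data. The kinetic fluorescent primer-extension read was taken at 0 and 10 min after 50 nM substrate, following a 15 min room-temperature preincubation of 10 nM enzyme with compounds.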
Pol eta inh: qHTS for Inhibitors of Polymerase Eta | AID 588591, 2011 | DNA polymerase eta (Homo sapiens), Q9Y253 | 390,000 compounds, 1.2% hits | Potency, µM (series often up to 114 µM), for inactives: top-dose activity change, negative = inhibition, actives largely listed as inhibitors | recombinant Pol eta, fluorescent DNA replication assay; note: potency is the fitted concentration of half-maximal effect; % is set by controls: 0 for no effect and ±100 for the full control effect
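Pol eta (10 nM) was preincubated with compounds for 15 min at room temperature, after which fluorescent replication substrate (50 nM final) was added to start the reaction. Fluorescence was read kinetically at 0 and 10 min.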
PGK inhibitor: qHTS Assay to Find Inhibitors of Phosphoglycerate Kinase; PGK/GAPDH coupled, Kinase-Glo luminescence, 60 min; Potency, µM (doses to about 57.5 µM), for the others: at the highest dose activity change, negative = inhibition, most hits filed as inhibitors; 380,000 compounds, 0.043% hits; AID 602233, 2012; note: potency is the fitted concentration of half-maximal effect; % is set by controls: 0 for no effect and ±100 for the full control effect; nearly all actives have a fitted effect of over 60% in size
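Luminescent ATP detection (Kinase-Glo Plus) follows a 60-minute room-temperature incubation, with wells lacking PGK as controls. Buffer: 100 mM TEA (pH 7.6), 5 mM MgCl2, 0.01% Tween-20. Coupling enzyme GAPDH (100 nM final) supplies unstable 1,3-BPG in-well.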
Pol kappa inh: qHTS for Inhibitors of Polymerase Kappa; DNA polymerase kappa (Homo sapiens), Q9UBT6; purified Pol kappa, fluorescent DNA synthesis assay, 10 min; Potency, µM (highest dose often 107 µM), for the others: at the highest dose activity, negative = inhibition, actives largely listed as inhibitors; 400,000 compounds, 0.53% hits; note: potency is the fitted concentration of half-maximal effect; % is set by controls: 0 for no effect and ±100 for the full control effect
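Fluorescent qHTS in 1536-well format: enzyme (10 nM) and compound sat 15 min at room temperature before 50 nM substrate (final) was added. Signal taken at 0 and 10 min; no-enzyme buffer wells were negative controls.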
Pol iota inh: qHTS for Inhibitors of Polymerase Iota; AID 588590, 2011; DNA polymerase iota (Homo sapiens), Q9UNA4; Pol iota fluorescent replication assay, 10 min; 390,000 compounds, 1% hits; Potency, µM (top dose mostly 115 µM), without a hit: at the top dose activity, negative = inhibition, hits mostly inhibitors; note: potency is the fitted concentration of half-maximal effect
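Fluorescent replication assay read twice, at 0 min and 10 min after adding 50 nM (final) substrate. Enzyme (10 nM) and compounds were first incubated 15 min at room temperature; enzyme-free buffer wells were negative controls.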
APEX1 inh: qHTS Assay for Inhibitors of the Human Apurinic/apyrimidinic Endonuclease 1 (APE1) | 350,000 compounds, 0.35% hits | DNA repair nuclease/redox regulator APEX1 (Homo sapiens), P27695 | recombinant APE1, TAMRA/BHQ-2 abasic DNA cleavage fluorescence | Potency, µM (highest dose often 65.8 µM), without a hit: at the highest dose activity change, negative = inhibition, most hits filed as inhibitors;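 note: potency is the fitted concentration of half-maximal effect; plate controls were vehicle for no effect and reference inhibitor for full effect; nearly all actives have a fitted effect of over 55% in size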
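Measures dequenching upon AP-site incision of a 5'-TAMRA/3'-BHQ-2 THF-containing duplex, 50 nM; human APE1 0.75 nM after 15 min room-temperature exposure to compound; kinetic three-point read at one-minute spacing.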
RXFP1 antag: qHTS Assay for Antagonists of the Relaxin Receptor RXFP1 | Relaxin receptor 1 (Homo sapiens), Q9HBX9 | HEK293-RXFP1, relaxin-stimulated cAMP HTRF, 30 min; active compounds read low | activity change, negative = inhibition, % at 57.5 µM | 350,000 compounds, 0.59% hits | AID 1259400, 2018;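 active = activity change of -60% or lower, but not beyond a set lower limit; inconclusive = change between -60% and -40%, or beyond the set limit; inactive = change above -40%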; note: % is set by controls: 0 for no effect and ±100 for the full control effect
* hit, by the source's call; i = inactive; ? = inconclusive; . = not tested or not shown; & = joins results of further samples; [ ] = remark or other dose. Unless noted, calls come from the whole dose curve; as a rule, active = well fitted curve in the direction sought with a large enough effect; inconclusive = small, poorly fitted or top-dose-only effect, or another doubt; inactive = no such curve, though single readings can be large; an effect the other way counts as inactive or inconclusive.

SMILES	Apoferritin bind	BLM inh	POLB inh	Pol eta inh	PGK inhibitor	Pol kappa inh	Pol iota inh	APEX1 inh	RXFP1 antag
CCC1CCCCN1C(=O)c1cc(S(=O)(=O)N2CCOCC2)ccc1C (stereo not drawn)	.	.	.	2.1%	0.9%	-11.9%	30.3%[activator]	30.8%	-3.3
Cc1cc(Nc2cccc(C(F)(F)F)c2)nc2ccc(NC(=O)c3cncc(Br)c3)cc12	9.5%	-4.6%	1.5%	-21.9%	i	?	26.3%	.	-6.2
COc1ccc(NC(=O)CSc2nc3nc(C)cc(C)n3n2)cc1	-7.5%&61.6%	-1.2%&-6.7%	49.2%&0.1%	-16.5%&-17.3%	5.6%&2.0%	0.1%	37.5%[activator]	13.8%	5.2&12.8
COc1ccc(NC(=O)CN(C)C(=O)/C=C/c2cn(-c3ccccc3)nc2-c2ccc(C)cc2)cc1	.	.	.	-11.3%	i	-10.0%	22.6%	-13.6%	-24.2
O=C(NN/C(=N/S(=O)(=O)c1ccc(Cl)cc1)c1ccccc1)c1cccc(Cl)c1	5.6%	-1.0%	1.1%	-14.4%	-2.0%	-2.9%	103.1%[activator]	3.7%	-10.1
CCC(Cc1ccccc1)NC(=O)C1CC1 (stereo not drawn)	-5.9%	1.5%	27.9%	-8.7%	1.7%	-2.0%	15.7%	-4.4%	4.8
O=C(CSc1ccc2nnc(CCNC(=O)c3ccccc3)n2n1)NCc1ccc(F)cc1	-2.6%	-0.7%	?	-13.1%	-5.2%	-3.1%	21.4%	57.9%[activator]	-24.8
CCOc1ccc(CN(C)CC(=O)NCc2ccc(F)cc2)cc1	-6.4%	-1.3%	10.8%	-4.1%	.	-2.3%	-25.1%	1.2%	11.4
COc1cc(C(=O)NCCCN(C)C)ccc1OCC(=O)Nc1cccc(C(F)(F)F)c1	-10.6%	2.4%	4.7%	-4.4%	1.7%	-16.7%	-7.7%	-1.4%	11.1
Cc1nnc(Sc2nc3c(c(=O)[nH]c(=O)n3C)n2CCc2ccccc2)s1	-4.1%	-2.5%	-1.1%	0.4%	-6.6%	3.2%	-10.3%	0.7%	7.6
COc1cc(/C=C(\C#N)c2ccccn2)ccc1OCC(=O)Nc1c(Cl)cccc1Cl	-5.4%	-8.3%	14.0%	-2.1%	-7.0%	-8.0%	34.1%[activator]	13.5%	-0.8
COc1ccc(CC(=O)Nc2ccc(NC(=O)c3ccc(Br)cc3)cc2)cc1OC	-9.4%	-6.9%	-1.6%	-13.0%	-8.6%	-9.6%	123.0%[activator]	-6.8%	4.6
COCc1cnc(C)nc1N	0.2%	-4.5%	11.1%	-11.4%	-22.2%	0.5%	21.7%	3.3%	6.1
COc1ccc(NC(=O)CCn2nnc(-c3ccc(C)cc3)n2)cc1OC	-2.5%	-1.0%	0.8%	1.3%	-2.0%	-3.6%	3.0%	-5.5%	-2.4
COc1ccc(NC(=O)CN2c3cccc4cccc(c34)S2(=O)=O)cc1	-14.6%	0.9%	2.1%	-12.8%	i	0.3%	-1.2%	-4.0%	-4.9
O=C(COC(=O)c1ccccc1OCc1ccc(Cl)cc1)NCC1CCCO1 (stereo not drawn)	.	.	.	-8.0%	-3.3%	-12.8%	-2.5%	2.4%	-37.7
COC(=O)COc1cc(OCC(=O)OC)c2c(C)c(Cl)c(=O)oc2c1	-2.5%	-4.6%	-20.5%	-5.4%	-12.6%	-14.3%	9.3%	-4.5%	-0.9
Cc1ccsc1C(=O)OCC(=O)NCCNC(=O)COC(=O)c1sccc1C	.	.	.	-13.4%	i	-1.9%	-2.4%	-1.1%	-10.3
Cc1ccccc1C(=O)NCCNc1ccc([N+](=O)[O-])cc1	-15.0%	-4.6%	31.2%	-8.8%	-4.0%	-2.7%	18.7%	17.4%	-0.1
COc1ccc(CNc2ncnc3cc(Cl)ccc23)cc1OC	-9.8%	-4.1%	-22.1%	-16.9%	-1.9%	-7.5%	153.8%[activator]	-1.7%	-6.8
O=C(NC1CC(=O)N(c2ccc(Cl)cc2)C1)c1cccs1 (stereo not drawn)	-8.1%	0.5%	23.6%	-4.3%	-3.5%	-3.0%[60.1 µM]	1.2%	.	-28.1
Cc1ccc(-n2c(SCc3nc(-c4ccc(Cl)cc4)no3)nnc2-c2ccncc2)cc1	?	-8.7%	0.2%	-21.3%	6.4%	-11.5%	-5.3%	.	.
O=C(NCCc1ccccc1)C1CCCN(c2ncnc3c2nc2n3CCCCC2)C1 (stereo not drawn)	-9.2%	-1.4%	-26.4%	-11.5%	i	9.4%	29.7%	63.4%[activator]	-9.6
COC(=O)CC1C(=O)NCCN1C(=O)Nc1ccc(Cl)cc1 (stereo not drawn)	-6.8%	-0.8%	22.6%	-9.8%	2.5%	-10.9%	9.6%	-3.5%	7.7
CCN(CC)c1ccc2c(C)c(-c3ccc(N)cc3)c(=O)oc2c1	24.5%	-3.4%	-19.9%	-23.0%	i	-6.0%	-12.1%	-5.4%	-18.4
CCOc1cc(CNCCO)cc(Br)c1OCc1ccc(Cl)cc1	-21.8%	-8.1%	6.7%	-6.6%	-6.2%	-16.6%	-3.3%	3.2%	-10.4
O=C(Nc1ccc2c(c1)OCCO2)c1ccoc1	6.1%	-1.8%	1.4%	-15.3%	i	-6.4%	43.8%[activator]	-0.6%	-9.4
Cc1ccc(Oc2cc(NC(=O)CCCn3nc([N+](=O)[O-])cc3C)cc([N+](=O)[O-])c2)cc1	-17.4%	-6.8%	1.1%	-21.6%	9.2%	-12.7%	6.0%	-6.6%	.
COC(=O)c1ccc(/C=N/OCC(=O)NC2CCCC(C)C2C)cc1 (stereo not drawn)	11.2µM*	-4.9%	-5.6%	-15.0%	i	2.0%	-4.5%	?	-3.0
COCCNC(=O)C1CC(c2ccccc2[N+](=O)[O-])=NO1 (stereo not drawn)	-4.1%	-1.9%	23.9%	-6.0%	-9.4%	-18.7%	5.8%	1.9%	.
COC(=O)Nc1ccc(S(=O)(=O)N2CCCCC2C(=O)O)cc1 (stereo not drawn)	-2.7%	-3.7%	46.8%	-19.6%	6.6%	-17.6%	2.4%	2.0%	-0.3
CC1CCCC(C)N1C(=O)CSc1nccc(=O)[nH]1 (stereo not drawn)	?	0.9%	3.3%	-5.9%	-4.4%	-11.8%	-23.1%	50.2%[activator]	2.9
Cc1nc2sc(C(c3ccco3)N3CCC4(CC3)OCCO4)c(O)n2n1 (stereo not drawn)	.	.	.	11.0%	-1.8%	-9.7%	?	.	-1.0
CCN(C(=O)NCc1noc2ccccc12)c1cc(C)ccc1C	1.0%	-0.7%	64.4%	-13.8%	4.1%	-2.8%	-9.4%	.	-22.3
Cc1ccc(S(=O)(=O)Nc2cccc(C(=O)N3CCN(c4ccccc4O)CC3)c2)cc1F	.	.	.	-24.7%	-1.8%	-10.6%	35.1%[activator]	-2.6%	4.1
C=CCn1c(=O)c2ccccc2n2c(SCC(=O)N(C)C)nnc12	-2.4%	-0.8%	30.1%	10.0%	6.9%	-9.9%	13.6%	45.6%	8.6
Cc1cnc(C(=O)Nc2ccc(S(=O)(=O)N(C(C)C)C(C)C)cc2)cn1	-14.1%	-4.7%	-1.3%	-22.4%	-7.1%	-3.6%	4.4%	54.2%[activator]	9.3
CC(C)(C)NC(=O)NC(=O)CN1C(=O)NC(C)(c2ccccc2)C1=O (stereo not drawn)	-2.9%	-3.2%	-0.4%	-18.0%	i	6.0%	8.1%	32.2%	-17.5
Cc1onc(-c2c(F)cccc2Cl)c1C(=O)N(Cc1ccccc1)C(C)C	1.4%	-4.7%	5.0%	-4.2%	2.4%	-12.1%	-5.7%	14.7%	-5.8
Fc1ccc(-c2ncc3ccccn23)cc1	-1.5%	-4.8%	12.1%	-11.9%	i	0.0%	161.6%[activator]	-2.9%	-3.1
Cc1ccccc1NC(=O)c1ccccn1	-14.7%	-4.7%	-12.9%	-20.5%	-4.2%	-25.6%	10.0%	0.1%	-2.8
CCn1cc(C(=O)OCC(=O)Nc2cccc(Cl)c2C)c(=O)c2ccc(C)nc21	-6.1%	-5.8%	17.2%	2.5%	-9.3%	4.0%	-13.4%	.	.
O=C(O)CCCCCNS(=O)(=O)c1c(Cl)cccc1Cl	6.8%	-2.1%	-3.7%	1.3%	1.5%	-4.9%	22.2%	-2.2%	-0.8
O=C(Nc1ccccc1C(=O)N1CCCCCC1)c1ccccc1Cl	-6.1%	-9.6%	3.2%	-5.0%	i	-12.6%	77.5%[activator]	-3.2%	6.0

The list is partial (hit frequency here may not be typical).
